Screening results (PubChem)
AID2073 = inhibitors of Mint1-CaV2.2 protein interaction, biochemical, HTRF (AID 2073); Voltage-dependent N-type calcium channel subunit alpha-1B (Homo sapiens); HTRF protein-protein interaction, Mint1-CaV2.2; higher % means a stronger effect; inhibition, % at 20 µM; hits with a dose series show IC50 in µM; 290,000 compounds, 0.19% hits; in the data active means inhibition mostly above about 51%, no sharp cut-off; further: some results filed as inactive read as strong as hits
NTR1 ag = agonists of NTR1, primary screen, imaging, U2OS cells, beta-arrestin-GFP, high content (AID 493036) | NTR1-U2OS beta-arrestin-GFP spot imaging, agonist mode | 330,000 compounds, 0.17% hits | Neurotensin receptor type 1 (Homo sapiens), P30989 | activation, % at 20 µM;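 active means activation at or above 40% of the spot to cytoplasm intensity ratio, with at least 20 cells analyzed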;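 further: 0% = DMSO without peptide and 100% = 100 nM NTR1 peptide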
Target sequence (P30989 whole entry, looked up): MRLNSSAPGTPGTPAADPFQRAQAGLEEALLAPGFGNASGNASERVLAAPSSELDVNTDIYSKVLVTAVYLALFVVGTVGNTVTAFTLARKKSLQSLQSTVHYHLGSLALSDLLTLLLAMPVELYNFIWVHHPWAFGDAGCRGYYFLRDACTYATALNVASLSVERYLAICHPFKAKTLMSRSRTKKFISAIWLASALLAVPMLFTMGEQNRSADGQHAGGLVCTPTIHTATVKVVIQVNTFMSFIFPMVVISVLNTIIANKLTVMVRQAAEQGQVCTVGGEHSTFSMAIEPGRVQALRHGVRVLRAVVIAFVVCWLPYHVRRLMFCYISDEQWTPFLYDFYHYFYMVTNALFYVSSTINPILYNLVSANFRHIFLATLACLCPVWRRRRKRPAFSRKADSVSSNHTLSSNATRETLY
Dengue-2 NS5 capping = Dengue-2 NS5 methyltransferase inhibitors, primary screen, biochemical, confirmation dose response (AID 588689); Genome polyprotein (Dengue virus type 2 (strain 16681-PDK53)); Dengue-2 NS5 methyltransferase capping enzyme assay, biochemical; higher % means a stronger effect; inhibition, % at 25 µM; hits with a dose series show IC50 in µM; 340,000 compounds, 0.3% hits; in the data active means a potency from the dose series
K1F lysis inhibition = inhibition of K1F phage lysis, E. coli UTI89, bacterial capsule biogenesis inhibitors, alamar blue (AID 488966). E. coli UTI89 K1F phage lysis, alamar blue, 2 h; higher % means a stronger effect. inhibition, % at 100 µM, or IC50 in µM where a hit was titrated. 340,000 compounds, 0.02% hits;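 active means phage lysis inhibition, versus mean bacterial control, above a set limit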;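 further: capsule biogenesis inhibitors block K1F phage lysis so surviving cells raise fluorescence; higher fluorescence means more inhibition of phage lysis; actives were called in the ten point dose series up to 300 µM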
RSV CPE inhibition = RSV antiviral activity via CPE protection, HEp-2 cells, primary 10 µM value included (AID 2391); CPE inhibition, % at 10 µM, or IC50 in µM where a hit was titrated; 310,000 compounds, 0.13% hits; HEp-2 cells, RSV-induced CPE inhibition; higher % means a stronger effect; in the data active means a potency from the dose series; further: strong numbers were not always called active
Autophagy HCS = autophagy modulators in MEF cells, primary screen, imaging, high-content, MEF GFP-LC3; MEF GFP-LC3 puncta imaging; test concentration mostly 10 µM; calls only at 10 µM (by protocol); 190,000 compounds, 0.98% hits; AID 463193, 2010;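 active means percentage of spot-positive cells more than 3 SD above its plate mean, without a fluorescence outlier flag or 80% toxicity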;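 further: spot-positive cell cutoff set from DMSO-treated cells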
LYP inhibition = inhibitors of LYP phosphatase, biochemical, fluorescence intensity, uHTS (AID 1779) | Tyrosine-protein phosphatase non-receptor type 22 (Homo sapiens) | recombinant LYP phosphatase, fluorescence intensity; higher % means a stronger effect | inhibition, % at 11.5 µM; hits with a dose series show IC50 in µM | 290,000 compounds, 0.054% hits; in the data active means inhibition above about 50%;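 further: plate controls were vehicle with enzyme for no effect and no enzyme for full effect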
WT yeast gro inh = growth inhibition of WT strain, primary screen, mitochondrial fusion inhibitor project, WT and mutant strains, chemical genetic; mitochondrial fusion phenotypic screen; inhibition, % at 10 µM; 190,000 compounds, 2.1% hits; in the data active means inhibition above about 58%; tested in S. cerevisiae
GPR35 arrestin U2OS = GPR35 antagonists blocking zaprinast-driven arrestin recruitment, primary screen, imaging, U2OS, beta-arrestin-GFP, zaprinast agonist (AID 2058); G-protein coupled receptor 35 (Homo sapiens); U2OS GPR35 beta-arrestin-GFP translocation imaging, zaprinast antagonism; higher % means a stronger effect; one-dose inhibition, % at 10 µM; IC50 in µM for titrated hits; 290,000 compounds, 0.052% hits;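 active means inhibition of at least 50% with at least 30 cells and total cytoplasm GFP at most 10,000,000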
WT yeast gro inh mutant strain = recorded beside WT yeast gro inh, whose call it bears; inhibition, %; mitochondrial fusion phenotypic screen, mutant strain inhibition
Autophagy HCS cell loss 18 h = second read-out of Autophagy HCS, no call of its own (marks repeat the call); toxicity, %; measured here: cell loss, nuclei count;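 cell loss after 18 h compound exposure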
NTR1 ag cell count 20 µM = recorded beside NTR1 ag, whose call it bears; cell count; measured here: cell count, cytotoxicity flag
Dengue-2 NS5 capping pilot replicate = second read-out of Dengue-2 NS5 capping, no call of its own (marks repeat the call); inhibition, %; measured here: pilot screen replicate inhibition
Starred values were filed as active, the others as inactive; i = inactive; nt = not tested or not shown; [ ] = dose if it differs, or a comment.

SMILES	AID2073	NTR1 ag	NTR1 ag cell count 20 µM	Dengue-2 NS5 capping	K1F lysis inhibition	RSV CPE inhibition	Autophagy HCS	Autophagy HCS cell loss 18 h	LYP inhibition	WT yeast gro inh	WT yeast gro inh mutant strain	GPR35 arrestin U2OS	others
CCC(C)(C(=O)NC1CCCC1)N(Cc1cccs1)C(=O)c1ccc2c(c1)OCO2 (centres undefined)	4.4%	0.4	46	-3.8%	0.2%[50 µM]	0.7%	i	8.9	-3.2%	-2.4	-5.9	19.9%
Cn1c(=O)n(C)c2cc(CNc3ccc(N4CCOCC4)c(C(=O)O)c3)ccc21	6.3%	nt	nt	-2.5%	0.3%	nt	i	-1.4	-11.4%	-1.8	9.8	8.8%
COc1ccc(C(=O)NC2CCN(S(=O)(=O)c3ccccc3F)CC2)cc1	2.0%	1.2	85	1.6%	0.1%	3.5%	nt	nt	-5.3%	nt	nt	9.7%
O=Cc1ccc(-c2ccccc2C(=O)O)o1	4.4%	-1.0	46	-2.2%	-3.5%	-0.1%	i	-11.6	-2.8%	-22.7	-12.3	3.7%
O=C(COc1coc(CN2CCN(c3ccccc3F)CC2)cc1=O)NC1CCCCC1	nt	2.9	40	2.2%	1.2%[50 µM]	2.7%	nt	nt	nt	nt	nt	nt
Cc1cc(C)nc(SSc2nc(C)cc(C)n2)n1	47.1%	0.5	64	-31.2%	-0.2%	1.7%	nt	nt	-0.9%	nt	nt	4.6%
CCC(=O)NC(c1cc(Cl)c2cccnc2c1O)C(C)C (centres undefined)	nt	1.6	68	6.3%	2.3%	-1.9%	nt	nt	nt	nt	nt	nt
C/C(Cn1nnc2ccccc21)=N\NC(=O)c1ccc(Br)cc1	-0.4%	-0.3	94	-10.7%	0.3%	1.9%	i	5.7	-10.2%	8.9	4.3	4.0%
COc1ccc(S(=O)(=O)CC(=O)c2cc(C)c(O)c(C)c2)cc1	4.6%	-0.4	108	-10.6%	-0.3%	1.9%	nt	nt	-7.7%	nt	nt	0.3%
COc1ccccc1C(=O)N1CCN(C(=O)COc2cccc(C)c2)CC1	3.2%	0.0	36	1.1%	0.2%	4.1%	i	0.9	3.6%	-7.7	6.4	-18.3%
CCCCOc1ccc(-c2n[nH]c(=S)n2Cc2ccccc2)cc1	-12.2%	9.7	79	-4.0%	0.1%	1.5%	nt	nt	0.0%	nt	nt	-9.7%
Cn1c(N)c(C(=O)COC(=O)Cc2ccsc2)c(=O)n(C)c1=O	-2.8%	1.2	61	4.0%	4.8%	1.7%	i	7.7	-4.3%	5.6	7.8	8.0%

Ordered by molecular weight (rising): 9 of the compounds above.
SMILES	AID2073	NTR1 ag	NTR1 ag cell count 20 µM	Dengue-2 NS5 capping	K1F lysis inhibition	RSV CPE inhibition	Autophagy HCS	Autophagy HCS cell loss 18 h	LYP inhibition	WT yeast gro inh	WT yeast gro inh mutant strain	GPR35 arrestin U2OS	others
O=Cc1ccc(-c2ccccc2C(=O)O)o1	4.4%	-1.0	46	-2.2%	-3.5%	-0.1%	i	-11.6	-2.8%	-22.7	-12.3	3.7%
Cc1cc(C)nc(SSc2nc(C)cc(C)n2)n1	47.1%	0.5	64	-31.2%	-0.2%	1.7%	nt	nt	-0.9%	nt	nt	4.6%
CCC(=O)NC(c1cc(Cl)c2cccnc2c1O)C(C)C (centres undefined)	nt	1.6	68	6.3%	2.3%	-1.9%	nt	nt	nt	nt	nt	nt
CCCCOc1ccc(-c2n[nH]c(=S)n2Cc2ccccc2)cc1	-12.2%	9.7	79	-4.0%	0.1%	1.5%	nt	nt	0.0%	nt	nt	-9.7%
COc1ccccc1C(=O)N1CCN(C(=O)COc2cccc(C)c2)CC1	3.2%	0.0	36	1.1%	0.2%	4.1%	i	0.9	3.6%	-7.7	6.4	-18.3%
COc1ccc(C(=O)NC2CCN(S(=O)(=O)c3ccccc3F)CC2)cc1	2.0%	1.2	85	1.6%	0.1%	3.5%	nt	nt	-5.3%	nt	nt	9.7%
Cn1c(=O)n(C)c2cc(CNc3ccc(N4CCOCC4)c(C(=O)O)c3)ccc21	6.3%	nt	nt	-2.5%	0.3%	nt	i	-1.4	-11.4%	-1.8	9.8	8.8%
CCC(C)(C(=O)NC1CCCC1)N(Cc1cccs1)C(=O)c1ccc2c(c1)OCO2 (centres undefined)	4.4%	0.4	46	-3.8%	0.2%[50 µM]	0.7%	i	8.9	-3.2%	-2.4	-5.9	19.9%
O=C(COc1coc(CN2CCN(c3ccccc3F)CC2)cc1=O)NC1CCCCC1	nt	2.9	40	2.2%	1.2%[50 µM]	2.7%	nt	nt	nt	nt	nt	nt

More structures follow.
SMILES	AID2073	NTR1 ag	NTR1 ag cell count 20 µM	Dengue-2 NS5 capping	K1F lysis inhibition	RSV CPE inhibition	Autophagy HCS	Autophagy HCS cell loss 18 h	LYP inhibition	WT yeast gro inh	WT yeast gro inh mutant strain	GPR35 arrestin U2OS	others
CCC(OC(=O)C1=Cc2ccccc2OC1)C(=O)NC1CCCC1 (centres undefined)	4.7%	-1.0	49	-2.1%	-0.1%	2.1%	i	27.2	1.1%	8.0	-5.5	5.7%
COc1ccccc1-n1c(SCC(=O)N2CCOCC2)nc(O)c(Cc2ccccc2)c1=O	5.3%	-0.8	83	-4.8%	-0.1%	1.7%	i	3.2	-0.9%	-7.9	-6.1	9.6%
Cc1ccsc1CNCC(O)c1ccccc1 (centres undefined)	-1.9%	-1.4	52	nt	-0.3%	-0.5%	nt	nt	-5.6%	nt	nt	4.5%
CCc1c(C(=O)Nc2ccccc2)c(C)[nH]c(=S)c1C#N	16.4%	0.9	53	-21.2%	0.1%	-0.2%	i	-4.6	-7.7%	-10.2	-3.9	20.6%
CCOc1ccc(NC(=O)C2CCCN(c3cnccn3)C2)cc1 (centres undefined)	9.2%	0.2	91	2.3%	0.1%	1.1%	nt	nt	-10.0%	nt	nt	8.6%
Cc1ccc2[nH]c(C(=O)N/N=C/c3ccccc3C(=O)O)c(-c3ccccc3)c2c1	14.9%	-0.2	85	0.7%	0.2%	-0.1%	nt	nt	-0.6%	nt	nt	-6.2%
COc1ccc2occ(C(=O)c3ccc(N=C(C)N(C)C)cc3)c2c1	-7.2%	-1.2	39	-2.8%	1.1%	-2.4%	i	-5.7	-4.2%	6.9	8.8	-0.8%
CCn1c(SCc2ccc(Cl)c(Cl)c2)nnc1C(C)NC(=O)c1ccc(OC)cc1 (centres undefined)	7.6%	4.9	44	4.5%	0.1%	1.0%	i	7.0	8.7%	-7.0	4.5	10.0%
Cc1ccc(C(=O)Cn2c(=N)n(N)c3ccccc32)cc1	6.1%	3.2	55	3.5%	1.2%	-0.4%	nt	nt	-8.5%	nt	nt	-3.1%
Cc1cc(NCCCn2ccnc2)n2nc(-c3ccc(Cl)cc3)cc2n1	5.1%	2.8	70	-15.3%	0.1%	14.8%	i	2.7	-9.6%	3.7	-9.0	2.3%
c1ccc2c(c1)NC1(CCCCC1)n1c-2nc2ccccc21	21.8%	1.2	76	0.0%	0.4%	-0.5%	i	9.0	-20.1%	7.7	1.6	-7.1%
CNC(=O)CSc1cnc2ccccc2n1	-5.6%	-1.7	70	11.0%	0.2%	1.1%	i	-14.0	-1.1%	7.0	-0.5	-18.9%
O=C(/C=C/c1cccs1)NC1CCS(=O)(=O)C1 (centres undefined)	2.3%	-0.6	93	nt	nt	0.3%	i	7.6	1.9%	-23.0	-8.1	0.0%
O=C(NC(CC(=O)N1CCN(c2ccccc2O)CC1)c1ccccc1)c1ccccc1Cl (centres undefined)	nt	-1.7	49	-1.1%	1.0%[50 µM]	0.3%	nt	nt	nt	nt	nt	nt
O=C(Nc1cc(Cl)ccc1-n1cncn1)c1ccc(Br)o1	nt	0.2	72	-5.8%	1.2%[50 µM]	-1.1%	nt	nt	nt	nt	nt	nt
Cc1ccc(NC(=O)CC(=O)Nc2ccc(C)cc2C)c(C)c1	1.4%	-0.8	74	0.0%	-0.2%	1.0%	nt	nt	-8.1%	nt	nt	-2.6%
O=C(Nc1ccc2c(c1)CCC2)c1ccc(F)c(S(=O)(=O)N2CCOCC2)c1	14.1%	3.9	51	-7.8%	1.2%[50 µM]	11.3%	i	-0.1	3.4%	5.9	8.5	-4.4%
COC(=O)c1nc2cc3c(cc2c(C)c1C(=O)OC)OCO3	20.1%	-0.9	84	-1.2%	-0.1%	5.3%	i	11.6	-10.6%	-0.6	11.3	4.9%	Dengue-2 NS5 capping pilot replicate=0.6
CN(C)c1ccc(/C(=N\O)c2ccccc2)cc1	1.0%	-0.4	60	2.4%	6.9%	0.1%	i	2.3	0.0%	-7.0	3.2	-14.5%
O=C(COc1ccccc1)N1CCN(c2nnc(-c3ccccc3)c3ccccc23)CC1	-3.9%	0.4	69	-9.1%	-0.2%	6.1%	i	1.7	6.0%	36.0	23.7	5.6%
COc1ccc(S(=O)(=O)N(C)C)cc1NC(=O)CCCSc1ccccc1	3.3%	3.0	46	-6.2%	-0.4%	1.8%	nt	nt	-8.2%	nt	nt	-5.5%
COc1cc(OC)cc(C(=O)N[C@H](C(=O)N2CCc3ccccc32)C(C)C)c1	0.1%	1.3	59	-5.8%	-0.5%[50 µM]	4.6%	i	-3.1	-7.3%	-13.0	8.2	-0.7%
O=C(CN1c2ccccc2Sc2ccccc21)NNC(=O)Nc1ccc(Cl)c(Cl)c1	8.9%	8.3	55	8.4%	1.0%	11.0%	nt	nt	0.5%	nt	nt	-0.8%
COc1cc(OC)cc(-c2cc(N)n(S(=O)(=O)Cc3ccccc3)n2)c1	5.8%	-0.3	99	0.0%	1.9%	2.5%	i	1.4	-4.4%	3.3	-6.3	-2.7%
O=C(CCCNS(=O)(=O)c1cccs1)N1CCN(c2cccc(Cl)c2)CC1	2.2%	1.0	77	-5.7%	-0.4%	7.0%	i	-3.3	-1.6%	3.3	-5.5	-19.3%
CCN(CC)S(=O)(=O)c1ccc(Cl)c(C(=O)Nc2nnc(C)s2)c1	-3.0%	1.6	68	0.0%	-0.1%	2.1%	i	-50.0	-4.5%	10.8	0.1	2.7%
C=C(CC)C(=O)c1ccc(OCC(=O)O)c(Cl)c1Cl	7.2%	14.5	71	-3.7%	-3.0%	0.8%	i	10.0	3.3%	13.9	-10.8	14.8%
CC(=NC1CCCC1)c1c(C)[nH]n(-c2nc3ccccc3s2)c1=O	-3.9%	5.8	91	-16.9%	3.3%	3.5%	i	1.6	1.7%	20.4	16.2	1.2%
